# ABCB6 inh MLPCN: human ABCB6 transporter inhibition; Q9NP58; K562-ABCB6 porphyrin accumulation, flow cytometry, 1 h; hits give low values; fluorescence ratio to DMSO, % at 10 µM; 360,000 compounds, 0.19% hits; AID 602162;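 active = fluorescence ratio to DMSO below 75%, the collection mean minus 3 SD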;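 note: signal is porphyrin accumulated inside mitochondria; 100% equals median channel fluorescence of DMSO control wells; lower ratio means ABCB6 inhibition with less porphyrin fluorescence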
# Glyco luc inh: blocks N-linked glycosylation in D54 reporter cells. reporter increase, % at 12.5 µM. 360,000 compounds, 0.23% hits. D54 ERlucT glycosylation luciferase reporter, 24 h; percent of 100 nM tunicamycin response. AID 588692;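 active = mean luciferase reporter signal, scaled so untreated is 0 and the glycosylation-blocking control 100, at or above a set limit in every replicate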;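 note: luciferase carries N-glycosylation sites so blocking glycosylation raises the light; 0% = median of neutral control wells and 100% = median of 100 nM tunicamycin wells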
# H9c2 protect: modulators protecting cardiomyocytes from myocardial damage | H9c2 cardiomyocytes, H2O2 injury protection, ATPLite, 2 h | protection from H2O2 cell death, % at 20 µM | 360,000 compounds, 0.63% hits | AID 588492;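 active = compounds giving at least 50% protection of heart cells from peroxide-induced death in the single-dose screen, raw or plate-pattern-corrected value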;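 note: 0% = DMSO wells with peroxide and 100% = DMSO wells without peroxide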
# MC4R ag barr: activates human MC4R beta-arrestin recruitment. activation, % at 8.9 µM. 360,000 compounds, 0.98% hits. U2OS MC4R beta-arrestin complementation, luminescence; percent of melanotan II response, DMSO zero. P32245. AID 540308;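 active = activation above a per-plate cutoff, the mean activation of sample wells on that plate plus 3 SD, cut at about 8% in these data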
# Target sequence (P32245 whole entry, looked up): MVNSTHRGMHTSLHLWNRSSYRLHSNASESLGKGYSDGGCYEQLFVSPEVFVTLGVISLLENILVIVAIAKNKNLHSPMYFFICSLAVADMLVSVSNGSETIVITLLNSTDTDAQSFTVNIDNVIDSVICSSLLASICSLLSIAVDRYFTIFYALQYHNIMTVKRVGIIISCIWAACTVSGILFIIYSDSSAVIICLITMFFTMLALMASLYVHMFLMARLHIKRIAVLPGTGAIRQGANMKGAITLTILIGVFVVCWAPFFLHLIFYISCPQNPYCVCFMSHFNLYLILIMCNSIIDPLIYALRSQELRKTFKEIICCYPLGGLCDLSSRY
# MC4R antag cAMP: human MC4R antagonism in cAMP assay. P32245. MC4R-expressing cells, MTII-stimulated cAMP, LANCE TR-FRET. inhibition, % at 6.5 µM. 360,000 compounds, 0.48% hits. AID 540295;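 active = inhibition above its plate's cutoff, the mean of tested wells on that plate plus 3 SD, cut at about 29% in these data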;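 note: 0% = Melanotan II alone and 100% = Melanotan II plus saturating MCL0020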
#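 System: U2OS cells stably expressing human melanocortin 4 receptor (MC4R). Reagent: Melanotan II challenge after compound preincubation. Doses: 6.5 µM. Times: 30-min compound, 1-h challenge, 1-h detection, room temperature. Measured by: TR-FRET with Eu-cAMP and labeled anti-cAMP, 671 nm. Replicates: singlicate.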
# NCOA2 inhibitor: inhibits human steroid receptor coactivator 2. Q15596. HEK293 GAL4-SRC2 luciferase reporter, luminescence. inhibition, % at 9 µM. 370,000 compounds, 0.17% hits. AID 651957;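 active = inhibition above the mean inhibition of all tested compounds plus 3 SD, set per campaign, cut at about 52% in these data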;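 note: 0% = DMSO treated cells and 100% = cells given Gossypol at 36 µM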
# TLR9-MyD88 inh: TLR9-MyD88 interaction inhibition; Q9NR96+Q99836; CHO BLA complementation TLR9-MyD88, CCF4 FRET ratio; inhibition, % at 4.98 µM; 340,000 compounds, 0.21% hits; AID 504734;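 active = inhibition above the mean over all tested compounds plus 3 SD, cut at about 21% in these data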;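 note: 0% = DMSO only wells and 100% = clavulanate BLA inhibitor control wells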
# NOD2-RIPK2 inh: inhibitors of human NOD2-RIPK2 interaction. 360,000 compounds, 0.38% hits. O43353. AID 624267. CHO BLA complementation NOD2-RIPK2, CCF4 ratio. inhibition, % at 4.98 µM; in the data active = inhibition above about 21%;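 note: 0% = vehicle only and 100% = reference blocker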
# HTR2A ag: mouse HTR2A agonism via beta-arrestin recruitment; P35363; CHO-K1 mHTR2A beta-arrestin complementation, luminescence; percent of 30 µM serotonin response; activation, % at 7.6 µM; 360,000 compounds, 0.66% hits;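 active = activation above a run cutoff, the mean activation of all tested compounds plus 3 SD, cut at about 14% in these data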;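 note: 0% = plate median of compound wells and 100% = 30 µM serotonin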
# Target sequence (P35363 whole entry, looked up): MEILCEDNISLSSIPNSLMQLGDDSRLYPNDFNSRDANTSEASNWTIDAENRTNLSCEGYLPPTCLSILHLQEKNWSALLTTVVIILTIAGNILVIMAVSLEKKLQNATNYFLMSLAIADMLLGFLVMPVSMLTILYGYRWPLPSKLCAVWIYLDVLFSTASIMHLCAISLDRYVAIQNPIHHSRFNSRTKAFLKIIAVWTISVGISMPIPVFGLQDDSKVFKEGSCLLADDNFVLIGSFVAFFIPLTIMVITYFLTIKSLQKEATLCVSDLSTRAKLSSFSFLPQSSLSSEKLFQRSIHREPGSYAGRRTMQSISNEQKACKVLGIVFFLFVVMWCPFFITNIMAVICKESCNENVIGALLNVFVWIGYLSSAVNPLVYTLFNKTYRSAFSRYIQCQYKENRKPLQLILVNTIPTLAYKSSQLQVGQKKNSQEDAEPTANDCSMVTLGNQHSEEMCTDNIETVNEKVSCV
# ABHD5-PLIN5 inh: ABHD5-PLIN5 protein interaction inhibition. Split G. princeps luciferase complementation, luminescence, 4 h. inhibition, % at 4 µM. Q00G26+Q8WTS1. 360,000 compounds, 0.78% hits;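 active = inhibition above the mean inhibition across every tested compound plus 3 SD, cut at about 22% in these data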;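 note: 0% = DMSO only wells and the 100% control is not disclosed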
# * marks the source's active call; other numbers are inactive results; / = not tested or not shown. This is a subset; rates above refer to the full screens.
SMILES,ABCB6 inh MLPCN,Glyco luc inh,H9c2 protect,MC4R ag barr,MC4R antag cAMP,NCOA2 inhibitor,TLR9-MyD88 inh,NOD2-RIPK2 inh,HTR2A ag,ABHD5-PLIN5 inh
CC(=O)c1c(N)c(C#N)c(C)n1-c1ccc(Br)cc1,99,-1,-4,2.4,-4,18,0,2,6,3
COc1ccc(NC(=O)CSc2nc3[nH]ncc3c(=O)n2-c2ccccc2C)cc1OC,102,3,-4,-1.8,-45,-11,8,2,-4,4
O=S(=O)(c1cc(F)ccc1F)N1CCN(c2ncnc3ccccc23)CC1,89,12,-18,-4.1,-24,23,-13,17,2,8
Cc1cc(C)c(S(=O)(=O)N(CC(=O)N2CCCC2)C2CCCCC2)c(C)c1,89,-4,2,-1.3,14,17,-4,12,2,-6
CNC[C@H](O)c1ccc(O)c(O)c1,101,0,8,0.6,-19,-20,9,-8,50*,-22
COC(=O)c1cc(Cl)cc(Cl)c1OS(=O)(=O)N(C)C,103,0,-4,-1.7,7,-3,-4,-2,1,3
Nn1c(C2CCC2)nc2cc(Cl)ccc2c1=O,98,1,4,-0.9,-4,-1,-9,-1,4,2
O=C(COC(=O)c1ccc(O)cc1)NC1CCCCCC1,95,2,5,-2.1,5,-12,-5,4,-5,-11
CCS(=O)(=O)C1=NSC2=NC(=O)/C(=C\c3ccc(OS(=O)(=O)c4ccccc4)c(OC)c3)C(=N)N21,95,-1,27,-1.9,14,/,1,5,-10,-5
COc1ccc(-c2nnc3sc(CN4C(=O)c5ccccc5C4=O)nn23)cc1,94,0,-4,-2.1,11,4,-3,-1,1,2
Cc1ccc(NC(=O)Cn2c(=O)c3cccn3c3ccccc32)cc1,99,-2,-2,3.0,9,-2,-2,4,-2,2
COc1ccc(C2C(C(C)=O)=C(O)C(=O)N2Cc2cccnc2)cc1 (stereo not given),111,-2,1,-1.9,2,-22,-6,-5,6,1
O=C(Nc1cccc([N+](=O)[O-])c1)C1C2CC/C=C\CCC21 (stereo not given),90,-4,-1,8.9*,7,5,-4,-5,2,-2
O=C(CSc1nc(-c2ccncc2)nn1CC(=O)N1CCCCC1)NC1CCCC1,105,2,2,-0.8,4,1,10,-8,2,0
CCCS(=O)(=O)N1CCCC(C(=O)Oc2ccccc2Cl)C1 (stereo not given),98,2,5,-0.2,10,24,5,-1,2,4
COC(=O)c1ccccc1NC(=O)C1CCCCC1C(=O)O (stereo not given),97,1,14,-2.7,2,-18,7,6,-2,0
C[C@@H]1CN([C@@H](C)CO)C(=O)c2cc(Br)cnc2O[C@H]1CN(C)C(=O)c1ccc2c(c1)OCO2,99,4,-3,0.0,-5,14,-1,2,-1,6
Cn1cnc([N+](=O)[O-])c1C(=O)Nc1cccc([N+](=O)[O-])c1,96,1,1,-1.7,15,-7,-7,-1,3,-7
CC1(C)OC(C)(C)/C(=C\c2ccc(OCC(N)=O)cc2)C1=O,97,2,10,-1.6,4,-1,7,4,-4,6
CC(C)(C)c1ccc(NC(=O)COC(=O)C2(C)CC2(Cl)Cl)cc1 (stereo not given),97,5,-20,-3.0,3,-37,2,4,-7,-16
COc1cc2c(=O)n(CCC(=O)NCC3CCCO3)c(=O)n(CC(=O)Nc3ccc(C)cc3)c2cc1OC (stereo not given),95,2,-5,0.2,-6,-21,-9,-20,-3,3
COC(=O)/C=C1\OC(C2CC2)c2ccccc21 (stereo not given),/,/,/,/,/,7,/,-10,2,3
CC(=O)c1cc2c(cc1NC(=O)CCCC(=O)O)OCO2,102,3,2,1.8,-2,3,2,-8,-1,-3
CC1(C(=O)N(c2ccccc2)C(C(=O)NC2CCCC2)c2ccccn2)CC(=O)N=C2C=CC=CN21 (stereo not given),89,0,2,0.7,13,19,-9,-5,0,-3
CC1(C)Cc2c(sc3c2c(=N)n(Cc2ccco2)c(=O)n3Cc2ccc(F)cc2)CO1,95,1,-5,0.4,7,-9,-1,5,-7,12
Cc1csc(SCC(=O)NCc2ccc3c(c2)OCO3)n1,96,-1,3,-2.5,6,-14,-10,-3,-1,-1
O=S1(=O)CCN2C=Nc3sc4c(c3C2=N1)CCCC4,82,1,-1,0.5,5,14,-11,-1,-2,0
Cc1ccc(SCC(=O)O/N=C(\N)c2cccnc2)cc1,103,-1,-1,-4.5,8,/,1,-1,4,-1
Cc1nc2cc(NC(=O)C3COc4ccccc4O3)ccc2s1 (stereo not given),96,-4,1,-1.1,8,-44,5,-9,-1,2
COc1ccc2c(C)cc(=S)[nH]c2c1,101,1,2,-1.4,10,-27,5,-3,6,2
O=C(CCc1n[nH]c(=O)[nH]c1=O)N/N=C/c1ccco1,97,2,8,-3.5,1,-6,-3,-4,0,5
Cc1ccc(C)c2[nH]c(=O)c(CCNC(=O)c3ccc4c(c3)OCO4)cc12,99,4,3,2.0,2,-8,-2,5,-2,10
Fc1ccc(C2N(c3ccccc3)C(=S)N3CCCN23)cc1 (stereo not given),90,0,-3,-1.1,5,16,8,5,-3,-7
Cc1cc(C(=O)C(=O)N(C)C)c(C)n1-c1ccc(Cl)cc1,88,0,-5,-0.1,1,10,-2,-1,4,-2
COC(=O)[C@@]12CCCCN1[C@H](c1ccc(-c3ccc(OC)cc3)cc1)[C@H]1C(=O)N(C)C(=O)[C@H]12,94,-6,-3,-0.3,9,-18,4,-9,1,-7
CCOC(=O)c1cc(-c2ccc(N3CCOCC3)cc2)nn1-c1ccccc1C(=O)O,102,3,2,-1.7,-5,0,-3,-13,-3,1
O=C(CN1CCCCCC1)Nc1ccccc1,94,1,5,-2.3,5,-4,13,-3,-2,-3
CCC1CN(C(=O)NCc2ccc(F)cc2)c2cc(Cl)ccc2O1 (stereo not given),99,-4,-6,1.6,7,11,-5,4,-1,4
CCCCn1nnnc1C(c1cc2ccccc2o1)N(CCC#N)Cc1ccccc1 (stereo not given),96,/,/,/,/,-23,/,-13,-6,7
Cc1cnc(NC(=O)CSc2nc3ccccc3s2)s1,87,-1,3,0.5,3,-10,1,-2,-1,3
O=c1c2ccc(Cl)cc2[nH]c(=S)n1Cc1cccnc1,100,-3,8,-0.8,8,-6,0,4,4,1
CCCC(=O)N1CCCC1(C)C(=O)Nc1cc(OC)ccc1OC (stereo not given),101,1,7,0.5,-2,8,/,-11,6,-6
Cn1c(N/N=C/c2c[nH]c3ccccc23)nc2ccccc21,90,-2,-6,-0.1,7,-24,-5,-8,-8,-2
Cc1ccccc1CCNC(=O)c1cc(C2CC2)nc2c1cnn2C(C)C,93,5,-5,0.9,5,12,-10,4,-3,-2
Cc1cccc(N2CCC(N=CN(C)C)=N2)c1,99,7,-1,-3.8,-22,-32,-1,1,-5,-7
C=CCn1c(C(C)NC(=O)c2cccs2)n[nH]c1=S (stereo not given),102,0,4,-3.4,-4,6,0,-4,6,-3
O=C(c1ccco1)N1CCN(C2CN(C3CCCC3)S(=O)(=O)C2)CC1 (stereo not given),95,2,5,/,/,6,/,0,2,-2
O=C(OCc1ccccc1)/C(=C/c1cccc2ccccc12)NC(=O)c1ccccc1,99,0,2,14*,1,10,4,2,4,10
C=CCn1c(SCC(=O)c2cccs2)nc2sc(CC)cc2c1=O,97,-2,-12,-1.1,-1,-12,-1,-6,-1,4
COC(=O)c1ccc2c(=O)n(Cc3ccco3)c(SCC(=O)Nc3ccccc3Cl)nc2c1,101,-5,4,0.2,29*,-6,-8,-8,2,-2
CC1=C(C(=O)N2CCOCC2)CC(CC(=O)NCCCCc2ccccc2)C(=O)N1Cc1ccc(F)cc1 (stereo not given),101,2,8,-1.5,14,14,4,-1,-7,-2

# Entries from the list above that contain an aryl thioether with sulfur outside any ring (7):
SMILES,ABCB6 inh MLPCN,Glyco luc inh,H9c2 protect,MC4R ag barr,MC4R antag cAMP,NCOA2 inhibitor,TLR9-MyD88 inh,NOD2-RIPK2 inh,HTR2A ag,ABHD5-PLIN5 inh
COc1ccc(NC(=O)CSc2nc3[nH]ncc3c(=O)n2-c2ccccc2C)cc1OC,102,3,-4,-1.8,-45,-11,8,2,-4,4
O=C(CSc1nc(-c2ccncc2)nn1CC(=O)N1CCCCC1)NC1CCCC1,105,2,2,-0.8,4,1,10,-8,2,0
Cc1csc(SCC(=O)NCc2ccc3c(c2)OCO3)n1,96,-1,3,-2.5,6,-14,-10,-3,-1,-1
Cc1ccc(SCC(=O)O/N=C(\N)c2cccnc2)cc1,103,-1,-1,-4.5,8,/,1,-1,4,-1
Cc1cnc(NC(=O)CSc2nc3ccccc3s2)s1,87,-1,3,0.5,3,-10,1,-2,-1,3
C=CCn1c(SCC(=O)c2cccs2)nc2sc(CC)cc2c1=O,97,-2,-12,-1.1,-1,-12,-1,-6,-1,4
COC(=O)c1ccc2c(=O)n(Cc3ccco3)c(SCC(=O)Nc3ccccc3Cl)nc2c1,101,-5,4,0.2,29*,-6,-8,-8,2,-2

# 2 successive compounds already listed, quoted:
SMILES,ABCB6 inh MLPCN,Glyco luc inh,H9c2 protect,MC4R ag barr,MC4R antag cAMP,NCOA2 inhibitor,TLR9-MyD88 inh,NOD2-RIPK2 inh,HTR2A ag,ABHD5-PLIN5 inh
COC(=O)c1ccc2c(=O)n(Cc3ccco3)c(SCC(=O)Nc3ccccc3Cl)nc2c1,101,-5,4,0.2,29*,-6,-8,-8,2,-2
CC1=C(C(=O)N2CCOCC2)CC(CC(=O)NCCCCc2ccccc2)C(=O)N1Cc1ccc(F)cc1 (stereo not given),101,2,8,-1.5,14,14,4,-1,-7,-2

# From PubChem BioAssay
